# AID inh = Primary qHTS assay for inhibitors of Activation Induced Cytidine Deaminase (AID): AID signal; Single-stranded DNA cytosine deaminase (Homo sapiens), Q9GZX7; AID deamination FRET fluorescence, UDG-coupled, 4 h; Potency, µM (top dose mostly 115 µM), for the others: top-dose activity change, negative = inhibition, most hits filed as inhibitors; hit rate 0.32% among 91,000; AID 1347428, 2020; also: nearly all actives have a fitted effect of over 25% in size
# Target sequence (Q9GZX7 whole entry, looked up): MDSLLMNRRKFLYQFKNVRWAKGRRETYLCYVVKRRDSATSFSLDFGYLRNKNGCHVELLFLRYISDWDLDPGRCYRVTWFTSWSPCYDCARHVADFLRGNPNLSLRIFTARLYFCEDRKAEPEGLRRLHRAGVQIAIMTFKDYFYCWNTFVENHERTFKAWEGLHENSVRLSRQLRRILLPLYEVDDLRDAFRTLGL
# UDG counterscr = Primary qHTS assay for inhibitors of Activation Induced Cytidine Deaminase (AID): UDG Counterscreen signal; FRET deamination/UDG coupled assay, UDG read, 4 h; Potency, µM (titrated, usually from 115 µM), without a hit: at the highest dose activity change, negative = inhibition, actives largely listed as inhibitors; hit rate 0.14% among 91,000; Uracil-DNA glycosylase; also: nearly all actives have a fitted effect of over 65% in size
# The depositor's hits bear a star; ? = inconclusive; [ ] = dose if it differs, or a comment. Calls follow the shape of the dose curve; as a rule, active = well fitted curve in the direction sought with a large enough effect; inconclusive = small, poorly fitted or top-dose-only effect, or another doubt; inactive = no such curve, though single readings can be large; an effect the other way counts as inactive or inconclusive. % is scaled to controls: 0 for no effect and ±100 for the full control effect; potency is read from the fitted curve at half-maximal effect.
SMILES,AID inh,UDG counterscr
O=C(CCN=C1NS(=O)(=O)c2ccccc21)N(Cc1ccc(F)cc1)C1CC1,15%,3%
O=C(CSc1nc2nc[nH]c2c(=O)[nH]1)c1ccc(F)cc1,7%,7%
COc1ccccc1C(=O)NCCc1c[nH]c2ccccc12,0%,0%
CCNC(=S)NCCSc1ccc(Cl)cc1,1%,7%
CCCCCCCc1ccc(-c2nnc(-c3ccccc3Br)o2)cc1,-4%,0%
CCc1sc(C(=O)NCc2cccnc2)cc1C,-5%,-1%
COC(=O)c1ccccc1NC(=O)Cn1c(CCC(=O)O)ccc1-c1ccc(C)cc1,?,-9%
O=C(CCSCc1cnn(-c2ccccc2)c1-n1cccc1)NCc1ccc(Cl)cc1,?,-10%[57.5 µM]
COCCNc1oc(-c2ccccc2Cl)nc1C#N,-3%,-10%
COc1ccc(-c2nc3c(s2)CN(C(C(=O)O)c2c[nH]c4c(OC)cccc24)CC3)cc1OC (configuration not stated),11%,-21%
O=C(Cn1ncc2c1-c1ccccc1OC2)N1CCN(c2ccccc2F)CC1,?,-29%
CCc1ccc(NC(=O)N(Cc2ccc(C)cc2)Cc2cccn2-c2nnc(N3CCCC3=O)s2)cc1,-3%,-1%
CCC(Sc1nc2ccccc2c2nc(-c3ccccc3)nn12)C(=O)Nc1cccc(OC)c1 (configuration not stated),-9%,-16%
O=C(/C=C/c1cccc(Cl)c1)NC(C1CC1)C1CC1,2%,-7%
O=C(OCc1ccc(Cl)cc1)c1ccc(N2CCOCC2)nc1,-5%,1%
Cc1nc2c(cnn2C(C)C)cc1C(=O)N(C)Cc1ccccc1F,-7%,-2%
COc1cc(C(=O)NC2=Nc3ccccc3N=C(C)C2c2ccccc2)cc(OC)c1OC (configuration not stated),-12%,-2%
O=C1CSc2ccc(C(=O)NNC(=O)c3cc(-c4ccccc4)nc4ccccc34)cc2N1,6%,2%
CCc1c(C)sc(NC(=O)/C=C/c2ccc(OC)cc2)c1C#N,27%,8%
CCC(=O)Nc1cc(-c2nc3cc(C)cc(C)c3o2)ccc1C,-2%,-7%
COc1ccc(-c2noc(CCC(=O)N(C)c3cc(Cl)ccc3OC)n2)cc1,-26%,-15%
CN(Cc1nc(-c2ccc(OC(F)(F)F)cc2)no1)S(=O)(=O)c1ccc(F)cc1,-9%,-13%
COc1ccc(C(=O)Nc2onc3c2CCCC3)cc1,-6%,-17%
FC(F)(F)Sc1ccc(N=Cc2c3ccccc3cc3ccccc23)cc1,-12%,-20%
CC(C)NC(=O)CN(C)CC(O)COc1ccc(Cl)cc1Cl (configuration not stated),7%,5%
CCCC(C(=O)NC12CC3CC(CC(C3)C1)C2)c1ccccc1 (configuration not stated),2%,1%
Cc1ccc(NC(=O)/C=C/c2ccc(Cl)cc2)c(Br)c1,7%,11%
CNC(=O)CN1C(=O)CN(C(=O)NCc2ccccc2)c2ccccc21,-3%,-14%
COc1ccc(C2C=C(c3ccc(C)cc3)Nc3c(C(=O)Nc4ccccc4)cnn32)cc1 (configuration not stated),40%[activator],-16%
Cc1ccc(NC(=O)CN2C(=O)COc3ccc(S(=O)(=O)N4CCOCC4)cc32)cc1N(C)C,7%,5%[57.5 µM]
Cc1ccc(OCCCCn2c(-c3ccc(Cl)cc3)nc3ccccc3c2=O)cc1,-18%,?
COc1ccc(N2CC(NC(=O)COc3ccc4ccccc4c3)CC2=O)cc1 (configuration not stated),-22%,-11%
COc1ccc2c(c1)c(CC(=O)Nc1cc(C)c(OC)c(C)c1)c(C)n2C(=O)c1ccc(Cl)cc1,5%,17%
NS(=O)(=O)c1ccc(N/N=C/c2ccccc2Br)c([N+](=O)[O-])c1,-3%,1%
COC(C)C(=O)NCC(C)c1ccccc1 (configuration not stated),-2%,-12%
C=CCOc1ccc(C(N)=O)cc1,-1%,8%
CCN(CC)c1ccc(NC(=O)c2cc3c(=O)n4cccc(C)c4nc3n2C)c(C)c1,38%[activator],8%
CCOc1c(Cl)cc(C(=O)Nc2ccc(C(F)(F)F)cc2)cc1Cl,-5%,-2%
CCOc1ccc(CNS(=O)(=O)c2ccc3c(c2)CCCN3C(C)=O)cc1OC,-5%,11%
CC(C)C1Cc2c(sc3nc(SCC(=O)O)n(-c4ccccc4)c(=O)c23)CO1 (configuration not stated),-6%,-3%

# In the list so far, 7 have fluorine.
SMILES,AID inh,UDG counterscr
O=C(CCN=C1NS(=O)(=O)c2ccccc21)N(Cc1ccc(F)cc1)C1CC1,15%,3%
O=C(CSc1nc2nc[nH]c2c(=O)[nH]1)c1ccc(F)cc1,7%,7%
O=C(Cn1ncc2c1-c1ccccc1OC2)N1CCN(c2ccccc2F)CC1,?,-29%
Cc1nc2c(cnn2C(C)C)cc1C(=O)N(C)Cc1ccccc1F,-7%,-2%
CN(Cc1nc(-c2ccc(OC(F)(F)F)cc2)no1)S(=O)(=O)c1ccc(F)cc1,-9%,-13%
FC(F)(F)Sc1ccc(N=Cc2c3ccccc3cc3ccccc23)cc1,-12%,-20%
CCOc1c(Cl)cc(C(=O)Nc2ccc(C(F)(F)F)cc2)cc1Cl,-5%,-2%

# Continued:
SMILES,AID inh,UDG counterscr
CCc1ccc2ncc3c(-c4ccccc4)nn(-c4ccccc4)c3c2c1,-17%,-11%
Cc1cccc2c1-c1sc(C(=O)NCCCN3CCN(c4ccccc4F)CC3)cc1CO2,?,-15%
COc1nc(-c2ccccc2)ccc1-c1noc(-c2ccccc2Br)n1,-9%,-3%
Cn1c(=O)oc2cc(S(=O)(=O)N3CCC(C(=O)NCc4ccc(F)cc4)CC3)ccc21,13%,-4%
Cn1nc(C(=O)N2CCC(C(=O)Nc3ccc4c(c3)OCO4)CC2)c2ccccc2c1=O,1%,-3%
Cc1cc(C)c2c(=O)cc(C(=O)NCc3ccccc3)oc2c1,-7%,5%
CCOc1ccc(CCNC(=O)c2sc3ncccc3c2-n2c(C)ccc2C)cc1,?,-20%
COc1ccc(/C(C#N)=C/c2cc(Br)c(OCCOc3ccccc3)c(OC)c2)cc1OC,105%[activator],-16%
Cc1cnc(NC(=O)Cc2ccc(OCc3c(C)noc3C)cc2)s1,3%,15%
Fc1ccc(CSc2cccc3cccnc23)cc1,-7%,-7%
CCc1ccccc1NC(=O)c1ccc(Cn2nc(N3CCN(c4ccccc4)CC3)ccc2=O)o1,?,2%
CSc1ccc(-c2nc3ccc(C)cn3c2Nc2ccccc2C)cc1,10%,-6%
Cc1ccc(-c2cc(C(=O)NC(C)c3ccccc3)c3ccccc3n2)cc1C (configuration not stated),-11%,-16%
N#Cc1ccc([N+](=O)[O-])cc1C#N,-8%,-17%
Cc1ccc(C)c(CN2C(=O)c3ccccc3S(=O)c3ccc(C(=O)N4CCC(C)CC4)cc32)c1 (configuration not stated),?,-11%
CCOC(=O)c1cccc(NC(=O)c2cc3cc4ccc(C)cc4nc3s2)c1,17%,-7%
Cn1c(=O)c(=O)n(C)c2cc(NC(=O)c3cccc(F)c3)c(Cl)cc21,26%,3%
O=C(CC1N=C2c3ccccc3N=C(SCc3cccc(Cl)c3)N2C1=O)NCCc1ccccc1 (configuration not stated),?,-1%
CCOC(=O)Cn1c(=O)n(C2CCCCC2)c2nc(-c3ccc(OCC)cc3)nc(C(N)=O)c21,55%[activator],2%
CN(CC(=O)Nc1cccc(C(F)(F)F)c1)S(=O)(=O)c1cccs1,?,-10%
Cc1cccc(-c2ccccc2N)c1,-8%,-11%
CCOC(=O)Cc1cc(I)c(CC(=O)OCC)cc1I,0%,0%
Cc1ccc(C(=O)O/N=C2/CC3CCC2(C)C3(C)CBr)cc1 (configuration not stated),-10%,1%
Cc1ccc(-c2ccsc2C(=O)NCc2ccccn2)cc1,-5%,8%
O=C(C1CCC(Cn2c(=O)c3sccc3n(Cc3ccc(F)cc3)c2=O)CC1)N1CCOCC1 (configuration not stated),-24%,1%
COc1cc(OC)c(NC(=O)N2CCC(CN3CCCC3)CC2)cc1Cl,-1%,3%
O=C(CCc1cccnc1)NCc1cccc(C(F)(F)F)c1,-7%,-11%
Cc1ccc(C)c(C(=O)COC(=O)c2cc3ccccc3[nH]2)c1,-13%,-9%
Cc1cccc(OC(C)C(=O)NN)c1 (configuration not stated),-5%,-10%
COc1ccc(CNC(=O)Cn2nc(C)n3cccc3c2=O)cc1,-8%,-11%
Cc1c(CC(=O)N2CCN(c3ccc(F)cc3)CC2)c(=O)oc2cc(O)ccc12,-1%,10%
O=C(Nc1nonc1-c1ccc2c(c1)CCCC2)c1cc(=O)c2ccc(Br)cc2o1,20µM*,16%
CCCCN1C(=O)C2(C(=C(O)c3ccc4c(c3)OCCO4)C(=O)C(=O)N2CCOC)c2ccccc21 (configuration not stated),3%,-5%
COc1ccc(C)cc1NC(=O)c1cc(S(=O)(=O)NC2CCCCCC2)ccc1F,-25%,?
O/N=C/c1ccc(-n2cccn2)cc1,4%,11%
NC(=O)C1CCN(C(=O)Cn2ccc3c(Br)cccc32)CC1,-2%,-7%
Cc1cc(C)c(NC(=O)CCn2c(=O)c3cccn3c3ccccc32)c(C)c1,6%,5%[57.5 µM]
Cc1ccc(-n2ncc(C(=O)NCCN3CCCC3)c2C2CCN(C(=O)OC(C)(C)C)CC2)cc1C,-19%,41%[activator]
CNC(=O)c1cc2n(n1)CCCN(Cc1ccc(F)cc1)C2=O,2%,1%
NC(=O)CCN1CCN(S(=O)(=O)c2ccc(F)c(F)c2)CC1,5%,-9%
CCNC(=O)C1CCCN(c2nn3cc(-c4ccc(C)cc4)nc3s2)C1 (configuration not stated),6%,-4%
COc1ccc(NC(=O)c2ccccc2)c2cccnc12,16%,5%
NC(=O)C1CCN(C(=O)c2cc3ccccc3[nH]2)CC1,15%,-11%
COc1ccc(Br)c2c1-c1nc(NC(=O)c3ccc(F)cc3)sc1C2,142%[activator],?
CCCc1nc2nc(C)c(NS(=O)(=O)c3ccc(CC(C)C)cc3)c(=O)n2[nH]1,-13%,20%
CCCSCCCNC(=O)C1CCN(c2nc3ccccc3nc2C(F)(F)F)CC1,-11%,-30%
O=C(N/N=C/c1ccccc1[N+](=O)[O-])c1ccc(NS(=O)(=O)c2cccs2)cc1,-7%,-5%
CCOc1ccc(CCNC(=O)c2ccc3c(c2)nc2n3CCOC2)cc1OCC,12%,3%
CCc1cnc2c(c1SCc1c(F)cccc1Cl)c(=O)n(C)c(=O)n2C,-6%,8%
N#Cc1cccc(CNCc2cc(Br)cs2)c1,-8%,7%
CCn1cc(CNC(=O)Nc2ccc(Cl)c(Cl)c2)c(C)n1,-13%,6%
O=S(=O)(c1ccc(C2CCCCC2)cc1)N1CCN(c2ccc(Cl)c(Cl)c2)CC1,-22%,4%
O=Cc1ccc(-c2cc(C(F)(F)F)ccc2Cl)o1,-12%,1%
Cc1nc(-c2ccc(C#N)cc2)cs1,-5%,0%
Cc1ccc(C(=O)CC2(O)C(=O)Nc3ccc(F)cc32)cc1 (configuration not stated),-9%,-14%
CCOc1ccccc1NC(=O)C1CCCN1S(=O)(=O)c1ccc2nc(-c3ccccc3)[nH]c2c1 (configuration not stated),15%,-7%
CCCCCCCC/C=C\CCCCCCCC(=O)NCCc1ccc(O)c(O)c1,?,-19%
Cc1c(Cl)ccc(S(=O)(=O)NCCO)c1Cl,-7%,-1%
COCCn1c(SCc2ccc(OC)c(F)c2)nnc1-c1ccc(Cl)cc1,-6%,6%
CCOc1ccccc1CNC(=O)c1cc2c(=O)n(Cc3ccco3)ccc2nc1C,-2%,-1%[57.5 µM]

# Seven structures out of the list, arranged by length of the SMILES, rising:
SMILES,AID inh,UDG counterscr
N#Cc1cccc(CNCc2cc(Br)cs2)c1,-8%,7%
O=Cc1ccc(-c2cc(C(F)(F)F)ccc2Cl)o1,-12%,1%
NC(=O)C1CCN(C(=O)c2cc3ccccc3[nH]2)CC1,15%,-11%
CCn1cc(CNC(=O)Nc2ccc(Cl)c(Cl)c2)c(C)n1,-13%,6%
CCCCCCCC/C=C\CCCCCCCC(=O)NCCc1ccc(O)c(O)c1,?,-19%
CCCc1nc2nc(C)c(NS(=O)(=O)c3ccc(CC(C)C)cc3)c(=O)n2[nH]1,-13%,20%
O=C(N/N=C/c1ccccc1[N+](=O)[O-])c1ccc(NS(=O)(=O)c2cccs2)cc1,-7%,-5%

# Going on with the list:
SMILES,AID inh,UDG counterscr
CCN(C(=O)CSc1nc2n[nH]c(C)c2c(=N)n1-c1cccc(OC)c1)c1cccc(C)c1,-22%,0%
COc1ccc(C(C)(C)C)cc1NC(=O)c1ccc2c(c1)NC(=O)CS2,6%,-13%
Cc1ccccc1-n1cnnc1SCC(=O)Nc1ccc(S(=O)(=O)N2CCCCCC2)cc1,32%[activator],1%
Cc1cc(C)c(NC(=O)C2CCN(C(=O)N3CCOc4ccccc43)CC2)c(C)c1,-4%,24%
CC1=C(C(=O)Nc2ccccc2)C(c2cccc(Cl)c2)n2nc(SCC(=O)c3ccc(C)cc3)nc2N1 (configuration not stated),7%,-9%[57.5 µM]
CCC1CCCCN1C(=O)c1c[nH]c2ccc(S(=O)(=O)Nc3cccc(OC)c3)cc2c1=O (configuration not stated),-1%,6%[57.5 µM]
COc1ccc(C2C(C(=O)Nc3ccc(Cl)cc3)=C(C)Nc3nc(SCc4cccc(C)c4)nn32)cc1OC (configuration not stated),-4%,-4%
CCOc1ccc(-c2cc(C(=O)NCc3ccccc3Cl)c3ccccc3n2)cc1,?,5%
O=C(O)c1cc(C2CC2)nc2c1c(C1CC1)nn2-c1ccc(F)cc1,-7%,0%
O=C(NCc1cccc(F)c1)c1ccc(NC(=O)c2nsc3ccccc23)cc1,9%,4%
COc1ccc(NC(=O)CSc2nc3cc(OC)c(OC)cc3c3nc(-c4ccccc4)nn23)cc1Cl,0%,0%

# Only part of the results is shown; rates above refer to the full screens.
